# Screens (PubChem)
# PP5 primary: inhibitors of human protein phosphatase 5 (PP5); purified PP5c, OMFP substrate fluorescence; inhibition, % at 6.7 µM; 320,000 compounds, 0.18% hits; P53041;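 active = inhibition above the campaign's mean inhibition across all tested compounds plus 3 SD, cut at about 9.5% in these data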;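 also: 0% = DMSO only and 100% = 100 µM cantharidin control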
# core dimer inh: blocks dimerization of HCV core protein | TR-FRET GST/Flag-core106 dimerization, 1536-well | inhibition, % at 5 µM | 300,000 compounds, 0.33% hits;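 active = inhibition above the mean of all tested compounds plus 3 SD, set per screening campaign, cut at about 45% in these data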
#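 System: GST/Flag-tagged HCV core106 proteins. Incubation: compound-protein-antibody incubation 4 h at 22.5 °C. Technique: HTRF with 340 nm excitation, 617/671 nm emission. Medium: KF-containing HEPES buffer, pH 7.45, DTT, CHAPS, BSA. Read-out: inhibition (%) from 671 over 617 nm ratio. Also added: Eu(K)-anti-GST 90 ng/mL plus XL665-anti-Flag 1 µg/mL.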
# TPT1 inhibitor: inhibitors of Candida albicans tRNA 2'-phosphotransferase TPT1. recombinant caTPT1, FP RNA substrate dephosphorylation. inhibition, % at 5 µM. 300,000 compounds, 0.81% hits;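 active = inhibition above the mean of all tested compounds plus 3 SD, set per screening campaign, cut at about 24% in these data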;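 also: plate controls were DMSO alone for no effect and ferristatin control at 100 nM for full effect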
# JMJD2C inh: inhibitors of human GASC-1 (JMJD2C) demethylase | Q9H3R0 | GST-JMJD2C(1-420) H3K9me3 demethylation, DELFIA europium | inhibition, % at 2.35 µM | 330,000 compounds, 0.069% hits;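 active = more than half of a compound's replicate wells show inhibition beyond 50%, single wells judged on their own value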;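 also: signal counts dimethyl H3K9 product captured on neutravidin plate; 0% = median of DMSO wells and 100% = 0.3 times that DMSO median; strong numbers were not always called active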
# Target sequence (Q9H3R0 1-420 limits assumed): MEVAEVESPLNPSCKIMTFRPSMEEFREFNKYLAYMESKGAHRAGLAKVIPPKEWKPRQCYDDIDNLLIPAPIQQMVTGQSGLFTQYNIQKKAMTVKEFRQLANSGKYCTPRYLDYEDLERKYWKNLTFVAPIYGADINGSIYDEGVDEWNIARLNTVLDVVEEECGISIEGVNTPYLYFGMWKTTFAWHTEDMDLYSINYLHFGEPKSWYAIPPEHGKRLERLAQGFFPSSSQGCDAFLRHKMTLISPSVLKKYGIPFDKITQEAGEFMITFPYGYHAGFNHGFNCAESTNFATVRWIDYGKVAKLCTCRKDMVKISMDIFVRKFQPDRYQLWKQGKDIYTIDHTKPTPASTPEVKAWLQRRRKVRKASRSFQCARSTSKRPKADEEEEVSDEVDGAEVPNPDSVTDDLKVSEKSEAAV
# Yeast superoxide: caloric restriction mimetics inhibiting age-related superoxide in yeast | S. cerevisiae aged cells, superoxide DHE fluorescence; active compounds read low | superoxide response (% of plate mean), % at 10 µM | 330,000 compounds, 0.18% hits | AID 2690;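 active = superoxide response under a set limit, about three screen SD below normal, cut at about 65% in these data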;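 also: yeast aged for seven days with compound at 30 °C before DHE staining; 100% = average MFI of all compound-treated wells on the plate with controls excluded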
# ZTA DNA inh: blocks Epstein-Barr virus ZTA, an EBNA-1 counter-screen | P03206 | ZTA-DNA binding, fluorescence polarization | inhibition, % at 11 µM | 320,000 compounds, 0.15% hits; in the data active = inhibition above about 33%
# Target sequence (P03206 whole entry, looked up): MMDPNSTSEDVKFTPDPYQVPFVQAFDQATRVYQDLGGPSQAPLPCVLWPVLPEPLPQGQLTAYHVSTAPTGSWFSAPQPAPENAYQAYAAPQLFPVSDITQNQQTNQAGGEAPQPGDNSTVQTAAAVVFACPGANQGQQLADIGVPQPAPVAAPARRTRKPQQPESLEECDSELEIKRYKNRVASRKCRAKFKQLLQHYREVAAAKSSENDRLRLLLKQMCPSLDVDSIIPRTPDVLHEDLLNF
# Fh CTSL1 inh: counter-screen for PFM18AAP inhibitors: inhibitors of F. hepatica cathepsin L1; recombinant F. hepatica cathepsin L1, Z-Leu-Arg-MCA fluorescence; inhibition, % at 5.96 µM; 300,000 compounds, 0.49% hits;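 active = inhibition above the mean of all tested compounds plus 3 SD, set per screening campaign, cut at about 17% in these data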;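 also: 0% = plate median of test compound wells and 100% = 1 µM Z-Phe-Ala-diazomethylketone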
# EBNA-1 inh: blocks EBNA-1 binding to DNA. inhibition, % at 14.8 µM. EBNA-1 DNA binding, fluorescence polarization. 300,000 compounds, 0.34% hits; in the data active = inhibition above about 28%
# PP1 inh: PP1-alpha (human) inhibition in PP5 counter-screen; purified PP1alpha, OMFP fluorescence; inhibition, % at 6.7 µM; 320,000 compounds, 0.9% hits; AID 2235; P62136;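 active = inhibition above the mean inhibition of all tested compounds plus 3 SD, computed separately for each screening campaign, cut at about 15% in these data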
# Target sequence (P62136 whole entry, looked up): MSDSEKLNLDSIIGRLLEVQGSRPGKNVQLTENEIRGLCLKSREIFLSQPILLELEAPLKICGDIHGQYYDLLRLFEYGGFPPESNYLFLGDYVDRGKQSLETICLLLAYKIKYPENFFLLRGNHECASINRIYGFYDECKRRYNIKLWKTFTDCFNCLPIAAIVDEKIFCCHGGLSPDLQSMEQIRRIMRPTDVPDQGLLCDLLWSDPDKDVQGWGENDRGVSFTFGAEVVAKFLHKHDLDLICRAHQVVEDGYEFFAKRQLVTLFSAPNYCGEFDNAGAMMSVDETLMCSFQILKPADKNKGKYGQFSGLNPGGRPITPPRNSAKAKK
# * marks the source's active call; other numbers are inactive results; nt = not tested or not shown; & = joins results of further samples.
# Values run as follows: PP5 primary, core dimer inh, TPT1 inhibitor, JMJD2C inh, Yeast superoxide, ZTA DNA inh, Fh CTSL1 inh, EBNA-1 inh, PP1 inh
1. COc1cc(/C=N/NC(=O)C(Cc2c[nH]c3ccccc23)NC(=O)OCC(C)C)cc([N+](=O)[O-])c1O (configuration not stated)
→ -6.1, -1, 0, 7, 70, -5, 8, 3, -2
2. COc1cc(-c2nc(-c3ccccc3)c(-c3cccs3)[nH]2)cc(OC)c1O
→ 3.8, -3, 3, -11, 95, 1, 1, -9, 1
3. Cc1ccc(NCC(=O)N/N=C/c2ccc(OC(=O)c3ccco3)cc2)cc1
→ 1.0, 2, -4, 92, 115, 13, -10, 8, 3
4. Cc1ccc(C)c(N2CCN(C(=O)C3CCN(S(=O)(=O)c4c(C)noc4C)CC3)CC2)c1
→ 0.0, 0, 6, 8, 96, -5, -2, -5, -4
5. CC(C)(C)c1ccc(OCCC(=O)NC2=NCCS2)cc1
→ 1.1, -2, 3, 38, 96, 10, 4, 1, 1
6. Cc1cccc(OCC(=O)N2CCCc3ccccc32)c1
→ -2.2, 1, 2, -1, 102, 21, -1, 5, -2
7. CCCCOc1ccc(/C=C/C(=O)OCC(=O)NC(=O)NCC(C)C)cc1OCC
→ -1.4, 10, -1, 1, 101, 9, 1, -1, -3
8. COc1ccc(N=CC2=C(O)CC(C)(C)CC2=O)cc1OC
→ 3.7, -2, -2, 6, 96, -5, 1, 3, -3
9. COC(=O)c1cc(Br)ccc1-c1ccc(/C=N/n2nnnc2N)o1
→ 3.2, -5, 6, 24, 118, 4, 1, 0, -5
10. CSc1nnc(-c2sc(-c3ccccc3)nc2C)n1C
→ 1.2, 2, 0, 10, 108, 16, -1, 5, 2
11. O=[N+]([O-])c1ccc(-c2cc(-c3ccc(Cl)cc3)n[nH]2)cc1
→ 3.1, 40, 2, 5, 103, -3, 4, -11, 7
12. COc1cc(/C=N/NC(=O)CC(=O)NC2CCCCC2)ccc1O
→ -0.2, -3, -8, -6, 96, -5, -4, -8, 1
13. Cc1ccccc1C(=O)Nc1ccc(S(=O)(=O)N2CC(C)OC(C)C2)cc1 (configuration not stated)
→ 3.1, 0, 4, -5, 96, 6, -4, -2, -3
14. CCCOC(=O)/C(C(N)=NCc1ccccc1)=C(\O)OCCC
→ 3.7, -5, 4, 0, 100, 15, 5, 7, 3
15. COc1ccc(CCNC(=O)COc2ccc(-c3ccc(C#N)cc3)cc2)cc1
→ 1.2, -4, 6, 5, 103, 6, -1, 1, -1
16. COc1cccc(C2=CC(=O)CC(C)(C)C2)c1OC
→ -0.1, nt, nt, -3, 97, 4, nt, nt, -4
17. COc1ccccc1N(Cc1ccccc1)S(=O)(=O)c1cccc(C(=O)Nc2ncccc2C)c1
→ 2.8, -4, 0, 5, 93, -13, 0, -7, -1
18. Cc1cc(NC(=O)CN2CCN(c3ccc(O)cc3)CC2)no1
→ 3.0, -7, 3, 2, 101, -3, -1, -2, 2
19. CC(C)(C)N=C1NN=C(c2ccc(S(=O)(=O)N3CCCCC3)cc2)CS1
→ 1.3, 4, 0, 21, 100, -21, -3, -6, -3
20. CSC1=NC(C)N2C(SC)=NC(C)N12 (configuration not stated)
→ 0.8, -3, 2, -2, 102, -8, 3, -5, -4
21. COc1ccc(CNC(=O)C2CCN(S(=O)(=O)N3CC(C)CC(C)C3)CC2)cc1 (configuration not stated)
→ -0.1, 2, -3, 19, 103, -6, -6, 9, 2
22. CCCc1cc(=O)[nH]c(SCC(=O)N(CC)c2c(N)n(Cc3ccccc3)c(=O)[nH]c2=O)n1
→ 0.5, -5, -1, -3, 98, -13, -1, 8, 0
23. COc1ccc(N/C=C/C(=O)c2ccc(Oc3ncccn3)cc2)cc1
→ -0.3, -2, 4, 6, 111, 12, 2, 1, 3
24. CC(=O)Nc1cccc(OCC(=O)/C=C2\N(C)c3ccccc3C2(C)C)c1
→ -0.4, 4, 13, 7, 100, -10, -2, -18, 1
25. Cc1nnc(NC(=O)CSc2nnc3c(n2)[nH]c2ccc(Br)cc23)s1
→ 1.5, 8, -3, -22, 106, 3, 0, 8, -2
26. Cc1nc2cc(NC(=O)c3ccc(Br)s3)ccc2s1
→ 5.5, -29, 0, -3, 90, 9, -2, 6, 1
27. C=CCN(CC=C)S(=O)(=O)c1ccc(C(=O)Nc2nc3c(s2)CCc2ccccc2-3)cc1
→ -9.4, 18, 2, 7, 110, 2, 9, -2, 26*
28. O=C(O)c1ccc(NS(=O)(=O)c2ccc(Cl)c(Cl)c2)cc1O
→ -0.3, 5, -2, 4, 103, 5, 0, 7, -3
29. CC(C)CCNC(=O)c1cccnc1Sc1ccccc1
→ -1.8, -5, 1, -1, 87, -2, 0, 3, -2
30. CC(=O)OCCN1CCN(C(=O)CN2C(=O)NC(c3ccccc3)(c3ccccc3)C2=O)CC1
→ 0.1, -6, -2, -11, 101, -13, -3, -21, 0

# A second format for three compounds above:
(6) Cc1cccc(OCC(=O)N2CCCc3ccccc32)c1
(7) CCCCOc1ccc(/C=C/C(=O)OCC(=O)NC(=O)NCC(C)C)cc1OCC
(8) COc1ccc(N=CC2=C(O)CC(C)(C)CC2=O)cc1OC
assay / compound	6	7	8
PP5 primary	-2.2	-1.4	3.7
core dimer inh	1	10	-2
TPT1 inhibitor	2	-1	-2
JMJD2C inh	-1	1	6
Yeast superoxide	102	101	96
ZTA DNA inh	21	9	-5
Fh CTSL1 inh	-1	1	1
EBNA-1 inh	5	-1	3
PP1 inh	-2	-3	-3

# (list continues)
# Values run as follows: PP5 primary, core dimer inh, TPT1 inhibitor, JMJD2C inh, Yeast superoxide, ZTA DNA inh, Fh CTSL1 inh, EBNA-1 inh, PP1 inh
31. COc1ccc(C)cc1NC(=O)COC(=O)c1ccc(OCc2ccc(Cl)cc2Cl)c(OC)c1
→ 0.7, 5, -3, 3, 106, 7, -1, 9, -3
32. CCCCn1c(SCC(=O)NCc2ccccc2)nc2ccc(N3CCOCC3)cc2c1=O
→ 0.8, 1, -3, 56, 86, 6, 4, -3, 7
33. CC1CCCCC1NC(=O)c1cc2c(s1)CS(=O)(=O)C2 (configuration not stated)
→ 0.2, 6, 0, 3, 103, -18, 2, 4, -1
34. CCC(=O)NCCc1nc2cc(NC(=O)c3ccco3)ccc2n1C
→ 1.4, -16, -3, 33, 99, -2, 7, -5, -4
35. COc1ccc(C(=O)c2ccc([N+](=O)[O-])cc2)cc1S(=O)(=O)N1CCC(C(=O)O)CC1
→ 1.8, -2, -2, -1, 100, -1, -3, 2, -4
36. CCCn1c(N2CCN(CC(=O)Nc3ccc4c(c3)OCCO4)CC2)nc2ccccc21
→ 3.1, -4, -1, 14&-7, 99, -11, -2, -16, 2
37. O=C1OC(c2cccs2)=N/C1=C\c1ccc(-c2cccc(Cl)c2)o1
→ 2.8, 21, 40*, -53, 125, -7, -3, -14, 0
38. CC(C)c1ccc(NC(=O)CN2CCN(c3ccccn3)CC2)cc1
→ 2.4, -8, 1, 2, 85, 3, 2, -10, 0
39. Nc1nc(SCC(=O)c2ccc(Br)s2)n[nH]1
→ 1.6, 12, 2, -11, 103, 4, -1, 0, 2
40. CCOC(=O)c1c(OCCO)noc1N
→ -1.2, 2, 3, -8, 98, -1, -4, -1, 0
41. CCOc1ccc(CN2CCC(C(=O)N3CCN(c4ccccc4F)CC3)CC2)cc1OC
→ -0.8, -5, -1, 2, 86, 8, 0, 2, 0
42. O=C1c2cccnc2C(=O)N1Cc1ccco1
→ 0.5, 0, 0, -1, 115, -5, 3, 10, -4
43. NC(=O)c1cc([N+](=O)[O-])ccc1NCc1ccc(C(=O)O)cc1
→ 3.7, 1, -1, -3, 106, 4, 9, 8, -2
44. CC1CCN(c2oc(Cc3cccc4ccccc34)nc2C#N)CC1
→ 2.0, 11, -3, -6, 96, -1, 1, -2, 0
45. CCCCOC(=O)c1ccc(NC(c2ccc(C)cc2)P(=O)(OC)OC)cc1 (configuration not stated)
→ 5.0, -6, 2, 0, 104, -12, 11, 0, 5
46. CCn1c(C(C)C)n[nH]c1=S
→ -0.1, -2, -4, 15, 91, 10, -2, -2, 4
47. NC1=NC(c2cccc(Cl)c2)N(CCc2ccc(F)cc2)C(N)=N1 (configuration not stated)
→ 0.9, -3, 0, -3, 106, -4, -1, -4, -1
48. CC(=O)c1sc(NC(=O)C(C)(C)C)nc1C
→ 1.7, 1, 0, -17, 101, 1, -6, -13, 0
49. Cc1ccc2nc(SCC(=O)c3ccc(O)cc3O)[nH]c2c1
→ -1.0, -2, 8, -7, 90, -5, 1, -7, 3
50. Cc1ccc(CNc2ccc([N+](=O)[O-])cc2C(N)=O)cc1
→ 4.8, 4, -2, -5, 114, -2, 5, 13, 3
51. O=C1NC(Nc2ccccn2)(C(F)(F)F)C(=O)N1c1ccc(F)cc1 (configuration not stated)
→ -0.7, -2, 0, 3, 91, -1, 4, -4, -5
52. COc1ccc(CCNC(=O)CSC2=NS(=O)(=O)c3ccccc3N2)cc1OC
→ 0.6, 4, 1, 2, 86, 2, 0, 17, -7
53. Nc1nnc(SCC(=O)Nc2ccc(N3CCOCC3)cc2)s1
→ -2.8, -5, -2, 21, 94, -20, 0, 0, -4
54. Cc1cccc2cc(CN(CCN3CCOCC3)C(=O)NCc3ccccc3)c(=O)[nH]c12
→ -2.2, -4, 4, 9, 112, 2, -4, -12, -10
55. CCC1CCc2sc(C(=O)O)cc2C1 (configuration not stated)
→ 3.9, 22, 1, -5, 114, 9, -4, -1, 0
56. C[C@]12C(=O)N(c3cccc(Cl)c3)C(=O)N1[C@H]1c3ccccc3OC[C@@H]1[C@H]2c1ccccc1
→ 2.2, 10, -3, 0, 110, -1, 3, 6, -1
57. O=C(c1cc2ccccc2c(=O)o1)N1CCCC1
→ -6.5, -10, -7, 12, 102, -24, 2, -4, -6
58. CCOc1ccc2nc3ccc4[nH]onc4c3c2c1
→ 5.6, -1, 1, -2, 109, 1, -2, 31*, 2
59. CC1(C)CC(=O)C2=C(C1)OC(N)=C(C#N)C2C#Cc1ccccc1 (configuration not stated)
→ -0.1, 1, 6, 30, 98, 8, 0, -10, 0
60. CCC(C)Nc1nc(N)c([N+](=O)[O-])c(Nc2cc(OC)ccc2OC)n1 (configuration not stated)
→ 3.4, -3, -3, 3, 80, -8, -2, 8, 0

# Rewritten screen by screen: part of the list above
58: CCOc1ccc2nc3ccc4[nH]onc4c3c2c1
59: CC1(C)CC(=O)C2=C(C1)OC(N)=C(C#N)C2C#Cc1ccccc1 (configuration not stated)
60: CCC(C)Nc1nc(N)c([N+](=O)[O-])c(Nc2cc(OC)ccc2OC)n1 (configuration not stated)
entry no.	58	59	60
PP5 primary	5.6	-0.1	3.4
core dimer inh	-1	1	-3
TPT1 inhibitor	1	6	-3
JMJD2C inh	-2	30	3
Yeast superoxide	109	98	80
ZTA DNA inh	1	8	-8
Fh CTSL1 inh	-2	0	-2
EBNA-1 inh	31*	-10	8
PP1 inh	2	0	0
